DRD3 agonist – activates the human D3 dopamine receptor; P35462; D3R DiscoveRx beta-arrestin cells, luminescence, 90 min; max activation, %; 410,000 tested, 0.58% active; AID 652048; in the data active = max activation above about 30%; also: 0% is about no effect; mostly tested at two doses, the higher about 12 µM
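Agonist mode: compounds and dopamine controls were applied to plated cells for 90 min at 37 degrees C after an overnight attachment at 1500 cells/well. Luminescent read-out followed 30 - 60 minutes at room temperature with DiscoveRx detection reagent.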
EPAC2 agonist – activates human EPAC2 exchange factor; Potency, µM (series often up to 154 µM), for inactives: top-dose activation, actives largely listed as activators; 360,000 tested, 0.079% active; Q8WZA2; EPAC2 activation, biochemical qHTS; response scale: 100% = 6.5 mM cAMP response; also: potency is read from the fitted curve at half-maximal effect; nearly all actives have a fitted effect of over 50% in size
Target sequence (Q8WZA2 whole entry, looked up): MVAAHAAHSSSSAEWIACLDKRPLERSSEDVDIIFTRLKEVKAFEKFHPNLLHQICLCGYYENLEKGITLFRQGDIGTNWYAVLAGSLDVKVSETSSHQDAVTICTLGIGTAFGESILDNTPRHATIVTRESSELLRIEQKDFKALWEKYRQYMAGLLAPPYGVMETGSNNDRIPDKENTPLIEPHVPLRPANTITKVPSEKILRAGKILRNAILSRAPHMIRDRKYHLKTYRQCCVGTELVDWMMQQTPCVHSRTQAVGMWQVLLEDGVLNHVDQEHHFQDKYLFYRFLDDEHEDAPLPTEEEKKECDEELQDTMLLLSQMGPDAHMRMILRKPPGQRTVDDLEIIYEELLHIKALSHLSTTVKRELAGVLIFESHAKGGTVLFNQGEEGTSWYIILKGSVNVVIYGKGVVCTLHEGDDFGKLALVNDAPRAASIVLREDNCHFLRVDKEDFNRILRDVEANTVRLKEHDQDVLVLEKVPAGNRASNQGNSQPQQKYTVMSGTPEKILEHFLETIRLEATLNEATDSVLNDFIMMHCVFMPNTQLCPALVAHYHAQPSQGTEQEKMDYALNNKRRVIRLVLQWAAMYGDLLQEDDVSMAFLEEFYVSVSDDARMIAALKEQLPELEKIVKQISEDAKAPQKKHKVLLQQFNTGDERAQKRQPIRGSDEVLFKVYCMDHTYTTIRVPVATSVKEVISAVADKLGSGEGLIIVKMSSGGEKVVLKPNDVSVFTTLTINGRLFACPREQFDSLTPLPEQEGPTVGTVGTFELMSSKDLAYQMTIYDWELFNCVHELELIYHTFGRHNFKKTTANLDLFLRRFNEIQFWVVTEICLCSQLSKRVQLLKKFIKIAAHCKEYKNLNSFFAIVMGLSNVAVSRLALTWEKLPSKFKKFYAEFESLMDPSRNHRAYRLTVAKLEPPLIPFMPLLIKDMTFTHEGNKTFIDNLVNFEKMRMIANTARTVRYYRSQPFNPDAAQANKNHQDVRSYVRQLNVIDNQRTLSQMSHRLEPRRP
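In this primary screen, activation is scored as increased exchange of BODIPY-GDP from Rap1B by 100 nM EPAC2, with 50 uM GDP as competitor. Signal is normalized to the 6.5 mM cAMP agonist control.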
aSyn yeast inh – alpha-synuclein toxicity inhibition in yeast; Potency, µM (titrated, usually from 46.1 µM), without a hit: at the top dose growth rescue (activation), hits mostly activators; Yeast expressing alpha-synuclein, growth rescue, BacTiter-Glo, 24 h; 370,000 tested, 0.14% active; also: potency is read from the fitted curve at half-maximal effect; % of control where 0% means no effect; nearly all actives have a fitted effect of over 65% in size
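Rescue of yeast growth: cells expressing toxic alpha-synuclein, induced in galactose at OD600 0.02, incubated with compound 24 h at 30 C. ATP luminescence quantified growth; inhibitors of toxicity appear as activators.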
TDP43 rescue – rescues yeast growth from TDP-43 toxicity. TDP-43 expressing yeast growth rescue, BacTiter-Glo, 24 h. Potency, µM (series often up to 46.1 µM), for the others: at the top dose growth rescue (activation), hits mostly activators. 410,000 tested, 1.8% active. AID 652104; also: potency is read from the fitted curve at half-maximal effect; % of control where 0% means no effect; nearly all actives have a fitted effect of over 50% in size
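Yeast cells expressing TDP-43 under galactose induction are exposed to compounds for 24 hr at 30 deg C. BacTiter-Glo luminescence measures growth, so protective compounds score as activators.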
EPAC2 antag – antagonists of human EPAC2; Potency, µM (doses to about 114 µM), without a hit: at the top dose activity, negative = inhibition, actives largely listed as inhibitors; EPAC2 GEF exchange of Rap1B-BODIPY-GDP, fluorescence; AID 720708; 360,000 tested, 0.18% active; also: potency is read from the fitted curve at half-maximal effect; % is scaled to controls: 0 for no effect and ±100 for the full control effect; nearly all actives have a fitted effect of over 45% in size; many of its hits are not listed in these tables
FUS yeast rescue – FUS proteinopathy suppression in yeast | S. cerevisiae FUS-expressing, growth rescue, OD600, 24 h | Potency, µM (series often up to 76.6 µM), for inactives: top-dose growth rescue (activation), hits mostly activators | AID 1347120 | 390,000 tested, 0.24% active;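 also: potency is read from the fitted curve at half-maximal effect; plate controls were DMSO vehicle for no effect and reference control for full effect; nearly all actives have a fitted effect of over 55% in size; some results filed as inactive show a strong effect at the top dose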
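S. cerevisiae expressing FUS from galactose induction served as the toxicity model. Growth after 24hr at 30C, read as absorbance at 600 nm, indicates suppression of toxicity; compounds dosed at several concentrations.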
Abeta yeast res – A-beta toxicity reversal in yeast; 410,000 tested, 0.063% active; Potency, µM (titrated, usually from 46.1 µM), for inactives: at the highest dose growth rescue, most hits filed as activators; yeast expressing A-beta42, growth rescue, OD600, 48 h; response scale: 0% DMSO, 100% iron-clioquinol control; also: potency is read from the fitted curve at half-maximal effect; nearly all actives have a fitted effect of over 55% in size
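Yeast growth medium received pinned compounds, then yeast cells expressing toxic A-beta were added; plates incubated at 30 C for 48 hr. Growth read as absorbance at 600 nm, normalized to DMSO and equimolar FeCl3 plus clioquinol controls.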
D3 antag – antagonists of human D3 dopamine receptor. P35462. D3R cells, DiscoveRx beta-arrestin luminescence, antagonist mode; active compounds read low. max response, negative = inhibition, %. 360,000 tested, 2.5% active; in the data active = max response below about -50%; inconclusive = no clear call, values can overlap the other calls; also: % is scaled to controls: 0 for no effect and ±100 for the full control effect; mostly tested at two doses, the higher about 12 µM
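Cells plated overnight at 1500 cells/well, then exposed to library compounds with dopamine controls for 90 minutes at 37 degrees C. DiscoveRx reagent added for 30–60 minutes at room temperature; luminescence read, quantitative HTS format.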
* hit, by the source's call; ? = inconclusive; . = not tested or not shown; & = joins results of further samples; [ ] = another dose, or the depositor's remark. Unless noted, calls follow the shape of the dose curve; as a rule, active = well fitted curve in the direction sought with a large enough effect; inconclusive = small, poorly fitted or top-dose-only effect, or another doubt; inactive = no such curve, though single readings can be large; an effect the other way counts as inactive or inconclusive. Only part of the results is shown. The share of hits here may be higher or lower than overall.

SMILES	DRD3 agonist	EPAC2 agonist	aSyn yeast inh	TDP43 rescue	EPAC2 antag	FUS yeast rescue	Abeta yeast res	D3 antag
O=C(NCCc1cccc(C(F)(F)F)c1)C1CCC(=O)N(CCc2cccc(F)c2)C1 (stereo unspecified)	-1	-5%	5%	8%	-12%	36%	21%	4
CCN1C(=O)[C@H]2[C@H]3CN=C(SCc4ccccc4)N3[C@@](Cc3ccccc3)(C(=O)OC)[C@H]2C1=O	-31	22%	-4%	-15%	-8%	-10%	-7%	-11
Clc1ccc(-c2nnc3n2CCCCS3)cc1	-6	8%	8%	2%	18%	.	-3%	0
Cc1cc(C)n(-c2ccc(C(=O)Nc3cc(S(=O)(=O)N(C)C)ccc3Cl)cc2)n1	16	7%	-2%	12%	-8%	15%	-1%	12
Cc1ccnc(NC(=O)c2ccc(S(=O)(=O)NCc3ccco3)cc2)c1	-7	6%	-12%	-15%	-1%	10%	-4%	-2
CCCCN1C(=O)NC(NC(=O)C2CC2)(C(F)(F)F)C1=O (stereo unspecified)	-9	-1%	1%	-9%	-3%	-15%	-13%	11
O=C(NC(=S)Nc1ccccc1N1CCCCC1)c1ccc(-c2cccc([N+](=O)[O-])c2)o1	-2	-2%	-14%	15%	4%	-5%	14%	-8
CCN(CC)C(=O)C1CCN(Cc2cn(C)nc2-c2ccc(Oc3ccccc3)cc2)CC1	0	0%	0%	5%	-2%	15%	-4%	10
O=C(COC(=O)/C=C/c1cccc(Br)c1)NCc1ccco1	1	-3%	2%	?	0%	5%	-14%	11
C[C@H](NC(=O)c1ncn2c1c(=O)[nH]c1ccc(Br)cc12)c1ccccc1	3	-9%	5%	20%	1%	-2%	14%	5

One compound at a time, from the list above. Screens in order: DRD3 agonist, EPAC2 agonist, aSyn yeast inh, TDP43 rescue, EPAC2 antag, FUS yeast rescue, Abeta yeast res, D3 antag
`Cc1cc(C)n(-c2ccc(C(=O)Nc3cc(S(=O)(=O)N(C)C)ccc3Cl)cc2)n1` as listed: 16, 7%, -2%, 12%, -8%, 15%, -1%, 12
`CCN(CC)C(=O)C1CCN(Cc2cn(C)nc2-c2ccc(Oc3ccccc3)cc2)CC1` as listed: 0, 0%, 0%, 5%, -2%, 15%, -4%, 10

Next part:
SMILES	DRD3 agonist	EPAC2 agonist	aSyn yeast inh	TDP43 rescue	EPAC2 antag	FUS yeast rescue	Abeta yeast res	D3 antag
Cc1noc(C)c1S(=O)(=O)N(CC(=O)NCc1ccccc1)c1ccc(C(C)C)cc1	-1&-5	-1%	-8%	3%&20%	5%	-2%&-12%	7%	-7
Cc1cccc(C2CC3(CC(C)(C)NC(=S)N3)Oc3cc(O)ccc32)c1 (stereo unspecified)	-9	0%	0%	-12%	-21%	?	-17%	-10
COc1cc(C2CC(=O)Nc3ccccc3S2)cc(OC)c1OC (stereo unspecified)	6	6%	-3%	0%	3%[57.1 µM]	6%	11%	-6
COCCNc1nc(NCc2cccc(Cl)c2)c2cnn(C)c2n1	12	.	.	12%	.	-4%	22%	.
CCC(=O)Nc1c(S(=O)(=O)c2ccccc2)c2nc3ccccc3nc2n1Cc1ccccc1	2	13%	2%	12%	-13%	.	0%	-13
CCc1ccc(CSc2nc(-c3ccccc3OC)nc3c2Cc2c(CO)cnc(C)c2O3)cc1	-4	.	.	4%	.	14%	-13%	.
CCOc1ccc(-n2c(SCC(N)=O)nc3c(oc4ccccc43)c2=O)cc1	5	.	.	22%	.	-6%	-1%	.
Cc1occc1C(=O)NNC(=S)NCc1ccc(Cl)cc1	4	-1%	-9%	9%	8%	-19%	3%	10
Cc1cccc(NC(=S)Nc2ccc(N3CCOCC3)cc2)c1C	-1	-5%	-8%	9%	1%	.	-6%	-5
O=C(NNC(=O)c1c(O)c2ccccc2[nH]c1=O)c1ccccc1Br	0	-4%	1%	-54%[inhibitor]	-3%	19%	1%	5
NC(=O)C(c1ccccc1)c1ncc(C(F)(F)F)cc1Cl (stereo unspecified)	0	-2%	1%	3%	-2%	3%	3%	16
CC(C)C(C(=O)NCC1CCCO1)N(Cc1ccccc1)C(=O)CNS(=O)(=O)c1ccccc1 (stereo unspecified)	-4	5%	4%	17%	-3%	8%	-14%	8
CCCNC(=O)c1cc(C2CCCCN2C(=O)c2cc(OC)c(C)c(OC)c2)on1 (stereo unspecified)	6	6%	0%	18%	2%	25%	-13%	8
CC1=C(C(=O)OCc2ccccc2)C(c2ccc(Br)cc2)NC(=O)N1CCCC(=O)O (stereo unspecified)	5	3%	9%	21%	-7%	-18%	7%	-6
CSc1ccc(C(O)c2ncc(-c3cccc(OCc4ccccc4)c3)[nH]2)cc1 (stereo unspecified)	5	16%	-23%	0%	0%	?	-11%	30
Cc1ccc2c(c1)NC(=O)[C@@]1(C)[C@@H](c3ccccc3)[C@H]3COc4ccccc4[C@@H]3N1C2=O	-1	6%	-15%	-53%[inhibitor]	-19%	34%	-31%[inhibitor]	0
Cc1ccc(NC(=O)C2CCN(C(=O)c3cnn(-c4ccccc4)c3-n3cccc3)CC2)cc1	8	.	.	22%	.	?	-10%	.
CC(C)Cc1nnc(NC(=O)c2cc(S(=O)(=O)N(C)C)ccc2N2CCCC2)s1	0	-4%	-7%	14%	-6%	29%	0%	-4
COc1ccccc1NC(=S)N1CCCCCC1	-2	6%	1%	15%	10%	-2%	24%	5
CC(=O)Nc1ccc(OCC(=O)NCc2ccccc2)cc1	-2	7%	-1%	-14%	-7%	-6%	-1%	6

Copied from the list:
In EPAC2 agonist, CC(C)C(C(=O)NCC1CCCO1)N(Cc1ccccc1)C(=O)CNS(=O)(=O)c1ccccc1 (stereo unspecified) shows 5%
In aSyn yeast inh, CSc1ccc(C(O)c2ncc(-c3cccc(OCc4ccccc4)c3)[nH]2)cc1 (stereo unspecified) shows -23%
In FUS yeast rescue, CC(C)Cc1nnc(NC(=O)c2cc(S(=O)(=O)N(C)C)ccc2N2CCCC2)s1 shows 29%

More results
SMILES	DRD3 agonist	EPAC2 agonist	aSyn yeast inh	TDP43 rescue	EPAC2 antag	FUS yeast rescue	Abeta yeast res	D3 antag
O=C(NCCCN1CCOCC1)c1cnn2c(-c3ccccc3)cc(-c3ccccc3)nc12	-13	-17%	4%	-17%	-9%	.	0%	7
Cc1ccc(S(=O)(=O)NCCCCCC(=O)Nc2cccc(C)c2)cc1	2	18%	10%	19%	-3%	5%	16%	-19
Cc1ccc(N(CC(=O)NCc2ccc(Cl)cc2)S(C)(=O)=O)cc1	-10	3%	-6%	-1%	-2%	-27%	-10%	-6
O=C(c1cc(-c2ccc(O)cc2)on1)N1CCCc2ccccc21	-2	14%	-1%	13µM*	-18%	15%	-12%	-3
CCOC(=O)c1cnn(-c2nc3c(C)cccc3s2)c1C	7	0%[15.6 µM]	-2%	1%	8%	-14%	8%	0
COc1cc(C(=O)NCCSc2ccc(Cl)cc2)cc(OC)c1OC	-4	6%	-7%	11%	0%	-1%	-11%	-14
Cc1cccc(-c2noc(CCC(=O)NCc3ccco3)n2)c1	-11	2%	-20%	-9%	10%	31%	-14%	-15
CCn1c(SCC(=O)Nc2ccc(NC(C)=O)cc2)nnc1C1CC1	-2	4%	0%	-8%	21%	19%	-18%	10
Cc1ccc(S(=O)(=O)N2CCOCC2)cc1NC(=O)COc1cccc(Oc2ccccc2)c1	13	7%	3%	7%	-3%	28%	0%	4
COc1ccc(NC(=O)CSc2nc(-c3cccs3)cc(C(F)(F)F)n2)c(OC)c1	24	.	.	?	.	0%	4%	.

Structures from the list above with fluorine (four):
SMILES	DRD3 agonist	EPAC2 agonist	aSyn yeast inh	TDP43 rescue	EPAC2 antag	FUS yeast rescue	Abeta yeast res	D3 antag
O=C(NCCc1cccc(C(F)(F)F)c1)C1CCC(=O)N(CCc2cccc(F)c2)C1 (stereo unspecified)	-1	-5%	5%	8%	-12%	36%	21%	4
CCCCN1C(=O)NC(NC(=O)C2CC2)(C(F)(F)F)C1=O (stereo unspecified)	-9	-1%	1%	-9%	-3%	-15%	-13%	11
NC(=O)C(c1ccccc1)c1ncc(C(F)(F)F)cc1Cl (stereo unspecified)	0	-2%	1%	3%	-2%	3%	3%	16
COc1ccc(NC(=O)CSc2nc(-c3cccs3)cc(C(F)(F)F)n2)c(OC)c1	24	.	.	?	.	0%	4%	.

(list continues)
SMILES	DRD3 agonist	EPAC2 agonist	aSyn yeast inh	TDP43 rescue	EPAC2 antag	FUS yeast rescue	Abeta yeast res	D3 antag
CN(C)c1ccc(NC(=O)CN2C(=O)CC(c3ccccc3)=Nc3ccccc32)cc1	0	-4%	-1%	-7%	-2%	35%	-5%	-26
O=C(CNC(=O)c1cc(S(=O)(=O)N2CCCCC2)ccc1N1CCOCC1)Nc1ccc(F)c(F)c1	3	11%	-2%	16%	-5%	-2%	4%	16
CCN1C(=O)/C(=C2/Sc3ccc(OC)cc3N2C)SC1=Nc1cccc(O)c1	18	4%	-1%	-18%	14%	16%	-3%	20
COC(=O)c1cc2c(s1)-c1ccccc1CC2	3	6%	0%	13%	-1%	-8%	-7%	14
CCN(C(=O)Cn1nc(C(=O)O)c2ccccc2c1=O)C1CCCCC1	2	5%	1%	1%	2%	3%	2%	5
Cc1ccc(C(C(=O)NC2CCCCC2)N(CC2CCCO2)C(=O)CNC(=O)c2cccs2)cc1 (stereo unspecified)	1	7%	26%	-4%	0%	48%	-16%	-18
CN(c1ccccc1C(=O)Nc1ccc(F)c(F)c1)S(C)(=O)=O	15	6%	2%	-4%	5%	11%	2%	2
COc1ccc(CCNC(=O)COc2ccc(-c3ccc(C)cc3)cc2)cc1OC	27	-3%	-14%	-6%	3%	3%	1%	21
CC1(C(=O)NS(=O)(=O)c2ccc3c(c2)CCO3)CCN1C(=O)c1ccccc1CCc1ccccc1 (stereo unspecified)	-5	4%	-10%	1%	6%	?	1%	-8
C=CC[C@@H](CC(=O)N[C@@H](CO)Cc1ccccc1)C(=O)N[C@H](C)COC(=O)[C@@H](CC=C)Cc1ccc(F)cc1	1	1%	0%	14%	3%	21%	-3%	20
COc1ccc(CNS(=O)(=O)NCc2ccccc2F)cc1	-10	13%	1%	-5%	-8%	4%	0%	-10
Clc1ccc(CN2CCN(/N=C/c3ccco3)CC2)cc1	-14	7%	0%	21%	-2%	-2%	-11%	-3
COc1cccc(NC(=O)CS(=O)(=O)c2cn(CC(=O)N3CCOCC3)c3ccccc23)c1	-8	3%	1%	18%	5%	3%	-11%	2
COc1ccc(C(C)=O)cc1COc1ccc(Cl)cc1Cl	0	4%	1%	0%	9%	19%	-4%	-12

Source: PubChem (National Center for Advancing Translational Sciences (NCATS))
